NTR1 ag – agonists of NTR1, primary screen, imaging, U2OS cells, beta-arrestin-GFP, high content (AID 493036); activation, % at 20 µM; P30989; 0.17% of 330,000 active; NTR1-U2OS beta-arrestin-GFP spot imaging, agonist mode;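 active means activation at or above 40% of the spot to cytoplasm intensity ratio, with at least 20 cells analyzed; inconclusive means wells under 20 cells, flagged as cytotoxic or low count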;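 further: 0% = DMSO without peptide and 100% = 100 nM NTR1 peptide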
Target sequence (P30989 whole entry, looked up): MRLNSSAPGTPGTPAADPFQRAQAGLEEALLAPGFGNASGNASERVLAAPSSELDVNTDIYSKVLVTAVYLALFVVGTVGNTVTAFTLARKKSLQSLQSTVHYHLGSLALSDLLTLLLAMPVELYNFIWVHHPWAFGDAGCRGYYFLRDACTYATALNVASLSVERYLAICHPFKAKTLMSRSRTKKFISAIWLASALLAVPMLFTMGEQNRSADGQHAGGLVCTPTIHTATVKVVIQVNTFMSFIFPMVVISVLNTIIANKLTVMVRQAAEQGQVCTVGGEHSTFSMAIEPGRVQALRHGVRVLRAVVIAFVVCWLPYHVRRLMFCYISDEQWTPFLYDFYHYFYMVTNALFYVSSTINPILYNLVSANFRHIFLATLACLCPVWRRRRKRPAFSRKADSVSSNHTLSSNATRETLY
TNAP activation fold – human TNAP enzyme activators, primary screen, biochemical, luminescent, no phosphate acceptor, uHTS (AID 1001); purified TNAP, luminescent activation assay, no phosphate acceptor; higher activation fold means a stronger effect; one-dose activation fold at 20 µM; EC50 in µM for titrated hits; 0.03% of 200,000 active; in the data active means activation fold from about 3, or a potency from the dose series; inactive means the rest, 99 in 100 with activation fold below about 1.6; further: many of its hits are not listed in these tables
RSV antiviral HEp-2 – inhibition of RSV-induced cytopathic effect – HEp-2 cells, primary 10 µM value included (AID 2391); HEp-2 cells, RSV-induced CPE inhibition; higher % means a stronger effect; CPE inhibition, % at 10 µM, or IC50 in µM where a hit was titrated; 0.13% of 310,000 active; in the data active means a potency from the dose series; inconclusive means CPE inhibition mostly from about 23% at the one dose, without a potency; inactive means the rest, 99 in 100 with CPE inhibition below about 21%; further: strong numbers were not always called active
Myeloid diff MLP – myeloid differentiation induction; ER-HoxA9 myeloid progenitors, lysozyme-GFP differentiation, flow cytometry; AID 624256; calls only at 10 µM; 1% of 360,000 active;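 active means normalized GFP-positive differentiation at or above the plate's own cutoff, the solvent-only control mean plus 3 SD; inconclusive means no clear call, values can overlap the other calls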;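 further: cells exposed to compound for four days before flow analysis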
UTI89 phage lysis – protection from phage-mediated lysis, alamar blue read-out – E. coli UTI89, K1F phage, bacterial capsule biogenesis inhibitors (AID 488966) | E. coli UTI89 K1F phage lysis, alamar blue, 2 h; higher % means a stronger effect | inhibition, % at 100 µM, or IC50 in µM where a hit was titrated | 0.02% of 340,000 active;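 active means phage lysis inhibition, versus mean bacterial control, above a set limit; inconclusive means no clear call, values can overlap the other calls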;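 further: capsule biogenesis inhibitors block K1F phage lysis so surviving cells raise fluorescence; higher fluorescence means more inhibition of phage lysis; actives were called in the ten point dose series up to 300 µM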
SV40 large T antigen – TAg ATPase/helicase activity blockers – biochemical (AID 1903); SV40 large T antigen ATPase/helicase inhibition assay; higher % means a stronger effect; inhibition, % at 20 µM, or IC50 in µM where a hit was titrated; 0.39% of 310,000 active; in the data active means a potency from the dose series; inconclusive means inhibition mostly from about 32% at the one dose, without a potency; inactive means the rest, 99 in 100 with inhibition below about 32%; further: strong numbers were not always called active
T cell modulator – modulates CD8 T cell binding to vesicles. AID 2052. 0.068% of 330,000 active. calls only at 7 µM. 2C CD8+ T cell-vesicle binding, flow cytometry; active compounds read low;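 active means response, share of CD8 T cells binding vesicles, and their 90th percentile fluorescence all below set limits, cut at about 80% in these data, passing the limit was not always enough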
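Material: 2C TCR transgenic mouse naive CD8+ T cells, MACS-purified. Also added: QL9-charged Drosophila Ld/ICAM-1/B7-1 vesicles. Timing: binding 1.5 h at 37 °C. Measured by: high-throughput flow cytometry with anti-B7-1 and anti-CD8 staining. Read-out: percent CD8+ FL2 mean versus row control. Controls: Unloaded micro-vesicles (low), QL9 vesicles with 0.7% DMSO (high).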
MgcRacGAP inhibition – MgcRacGAP GTPase-activating activity inhibitors, confirmation, biochemical, ADP Hunter fluorescence | MgcRacGAP-stimulated Rac1 GTP hydrolysis, ADP Hunter fluorescence; higher % means a stronger effect; GST-tagged Rac1 F28L mutant substrate | one-dose inhibition, % at 30 µM; IC50 in µM for titrated hits | 0.6% of 340,000 active;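 active means first-screen hits whose inhibition reached a set limit at any dose in the follow-up dose series; inconclusive means inhibition above the set first-screen limit but never retested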;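 further: fluorescence reports GDP produced by GAP-driven GTP hydrolysis; strong numbers were not always called active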
Salmonella PhoP GFP – PhoP-dependent GFP reporter repression – Salmonella Typhimurium, primary screen (AID 1863); one-dose inhibition, % at 50 µM; IC50 in µM for titrated hits; 0.16% of 300,000 active; S. Typhimurium PhoP-regulated promoter GFP reporter, 4 h; higher % means a stronger effect;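 active means inhibition over 29.93%, a cutoff 3 SD above the screen mean, later confirmed by dose response; inconclusive means inhibition over 29.93% but no dose response follow-up; inactive means inhibition at most 29.93% or unconfirmed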;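 further: 0% = low Mg2+ inducing control and 100% = high Mg2+ repressing control; strong numbers were not always called active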
T cell modulator vesicle-bound % – also measured in T cell modulator; calls as there; double positive events, %; measured here: CD8+ vesicle-bound cell fraction;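 binding gate set so that unloaded-vesicle control wells show 10% double positive cells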
NTR1 ag cell count 20 µM – further read-out of NTR1 ag, marked with its call; cell count; measured here: cell count, cytotoxicity flag
Myeloid diff MLP GFP+ MAC1+ % – recorded beside Myeloid diff MLP, whose call it bears; GFP+ MAC1+ double positive, %; measured here: differentiation confirmed by MAC1 staining
The depositor's hits bear a star; i = inactive; ? = inconclusive; · = no result given; [ ] = dose if it differs, or a comment.

Start of the data: the first 3 compounds, to show the layout:
SMILES	NTR1 ag	NTR1 ag cell count 20 µM	TNAP activation fold	RSV antiviral HEp-2	Myeloid diff MLP	Myeloid diff MLP GFP+ MAC1+ %	UTI89 phage lysis	SV40 large T antigen	T cell modulator	T cell modulator vesicle-bound %	MgcRacGAP inhibition	Salmonella PhoP GFP
COCC(=O)N=Nc1c(O)[nH]c2ccccc12	0.8	78	1.1	0.9%	i	0.7	-0.1%	-98%	i	43	10%	37%
O=C(O)c1ccc(Cn2cnc3sc4c(c3c2=O)CCCC4)cc1	-0.4	58	1	1.8%	i	0.4	0.8%	5%	i	33	-3%	3%
O=C(COc1ccccc1C(=O)NCC1CCCO1)Nc1ccc(Cl)cc1Cl (centres undefined)	1.5	69	1.1	1.4%	i	0.6	0.1%	5%	i	17	7%	-8%

The whole of this part, previewed entries included:
SMILES	NTR1 ag	NTR1 ag cell count 20 µM	TNAP activation fold	RSV antiviral HEp-2	Myeloid diff MLP	Myeloid diff MLP GFP+ MAC1+ %	UTI89 phage lysis	SV40 large T antigen	T cell modulator	T cell modulator vesicle-bound %	MgcRacGAP inhibition	Salmonella PhoP GFP
COCC(=O)N=Nc1c(O)[nH]c2ccccc12	0.8	78	1.1	0.9%	i	0.7	-0.1%	-98%	i	43	10%	37%
O=C(O)c1ccc(Cn2cnc3sc4c(c3c2=O)CCCC4)cc1	-0.4	58	1	1.8%	i	0.4	0.8%	5%	i	33	-3%	3%
O=C(COc1ccccc1C(=O)NCC1CCCO1)Nc1ccc(Cl)cc1Cl (centres undefined)	1.5	69	1.1	1.4%	i	0.6	0.1%	5%	i	17	7%	-8%
N#C/C(=C\c1cccnc1)C(=O)Nc1ccc(O)cc1F	1.9	68	·	3.4%	i	0.6	0.0%	?	i	54	23%	-1%
Cc1cccc(/C=N/c2sc3c(c2C(=O)OC(C)(C)C)CCN(C)C3)c1O	3.7	68	1	1.8%	i	0.3	0.5%[50 µM]	7%	i	54	10%	14%
S=C(NCc1ccccc1)NC1CCCc2ccccc21 (centres undefined)	3.7	45	1.4	0.2%	i	0.3	·	4%	i	30	·	-5%
CCN(CCCNC(=O)CCc1nc(-c2ccc(C)cc2)no1)c1cccc(C)c1	1.7	61	1.1	20%	i	1.1	0.4%	3%	i	32	8%	-9%
S=C(NCCc1ccccc1)Nc1c(Cl)cccc1Cl	0.7	39	·	-0.5%	i	0.6	-1.1%	14%	i	36	-1%	-2%
CCOc1nc(N2CCCCC2)nc(-n2cc(-c3ccccc3)nn2)n1	5.1	43	1.1	3.7%	i	1.9	-0.5%	-2%	i	27	4%	-7%
O=C(C1CCCCC1)N1CCN(c2ccccc2F)CC1	-0.7	78	1	1.6%	i	0.4	0.7%	5%	i	38	12%	-12%
c1ccc2c3c([nH]c2c1)CCNC3	-1.5	72	·	0.3%	i	0.3	0.2%	9%	i	18	15%	-5%
CC(C)c1ccc(N)c(S(=O)(=O)O)c1	-0.3	65	·	-0.2%	i	0.8	0.1%	18%	i	39	10%	6%
Cc1ccc(N2CC(O)(c3cccs3)[N+]3=C2CCCC3)cc1 (centres undefined)	2.5	75	1.1	-3.0%	i	0.6	0.2%	0%	i	42	5%	-8%
COCCNC(=O)c1onc(CS(=O)(=O)c2cc(C)cc(C)c2)c1C(=O)NCCOC	-0.3	54	·	-1.1%	i	0.2	0.1%	3%	·	·	1%	·
COc1ccccc1NC(=S)NC(=O)CCc1ccccc1	3.5	76	·	2.5%	i	0.7	0.1%	21%	i	36	7%	-5%
CCC(C)N(C)Cc1cccc(C2(O)CCN(S(=O)(=O)c3ccc(F)c(C)c3)CC2)c1 (centres undefined)	3.4	72	1	1.4%	i	0.8	1.1%[50 µM]	-10%	i	58	4%	9%
O=C(NCCNC(=O)c1cc(OCC(F)(F)F)ccc1OCC(F)(F)F)Nc1ccc(Cl)cc1	15	70	1	10%	·	·	·	4%	i	28	·	-4%
COc1ccc(NS(=O)(=O)c2cn(C)c(=O)n(C)c2=O)cc1	0.7	61	·	1.9%	i	0.4	0.1%[50 µM]	20%	i	50	10%	-6%
O=C(CCc1nnc(CCCCc2ccccc2)o1)NCCN1CCOC1=O	0.7	43	1.1	-0.8%	i	0.4	-0.3%	4%	i	48	5%	9%
CCCCNC(=O)CCC(=O)Nc1ccc2nc(N3CCOCC3)cc(C)c2c1	0.9	85	1.1	-0.7%	i	0.5	0.1%	5%	i	52	2%	3%
O=C(NC1CCCCC1)c1cc(-c2ccco2)on1	0.6	87	1.1	0.3%	i	3.7	4.8%	6%	i	36	2%	-1%
Cc1ccc(C(=O)N2CCCCCC2)cc1S(=O)(=O)N1CCOCC1	1.1	57	·	2.0%	i	0.9	0.1%[50 µM]	5%	i	42	5%	-7%
COc1ccc(C(=O)NCCSc2ccccn2)cc1	1.1	50	1.1	0.1%	i	1.1	0.0%	0%	i	46	10%	0%
Cn1c(=O)n(Cc2ccccc2Cl)c2ccccc21	0.4	27	1	10%	i	0.4	-1.6%	·	i	48	5%	·
COC(=O)CNC(=O)CNC(=O)Nc1ccccc1Cl	-0.1	54	1.1	6.1%	i	4.5	4.8%	11%	i	38	4%	-4%
CCOC(=O)CC1=C(C(=O)OCC)C(c2cc(OC)c(OC)cc2OC)C(C#N)=C(N)O1 (centres undefined)	2.9	89	1.1	0.8%	i	1.0	1.0%	8%	i	20	11%	3%
O=C(O)CCc1ccc(-c2ccccc2)n1CC(=O)Nc1cccc(C(F)(F)F)c1	-1.4	56	·	3.0%	i	0.6	-1.3%	11%	i	43	-2%	-1%
N#Cc1ccc(-c2cn(-c3ccccc3)c3[n+]2CCCS3)cc1	4.5	29	1.3	1.9%	i	0.2	-0.8%	8%	i	21	5%	6%
NC(=O)C1CCCN(C(=O)c2ccc(S(=O)(=O)N3CCCCCC3)cc2)C1 (centres undefined)	0.0	51	·	-0.1%	i	0.9	0.7%[50 µM]	·	i	31	8%	·
CNC(=O)CSc1nnc(-c2ccco2)n1-c1cc(C)ccc1C	-0.4	23	·	1.1%	i	0.3	0.2%	-2%	i	36	7%	14%
Cc1nc2ccc(C(=O)N/N=C/c3ccc(O)cc3)cc2[nH]1	-0.6	50	·	1.0%	i	0.3	-0.2%	32%	i	51	31%	3%
Cc1ccc(OC(=O)c2sc3ncn(C)c(=O)c3c2C)cc1	5.1	65	1	8.6%	i	0.2	0.5%	2%	i	23	5%	-1%
CC(OC(=O)C1CCCC1)C(=O)Nc1ncc(Cl)cc1Cl (centres undefined)	0.3	82	·	0.8%	i	0.7	0.9%[50 µM]	·	i	36	2%	·
Nc1c(C(=O)N/N=C/c2ccc(OCc3ccccc3)cc2)cnn1-c1ccccc1	1.7	52	·	-1.5%	i	0.9	-0.8%	16%	i	24	3%	-2%
CCOc1ccc(S(=O)(=O)N2CCOCC2)cc1NC(=O)CN1C(=O)NC(CC)(c2ccccc2)C1=O (centres undefined)	-0.7	67	·	4.1%	i	0.4	0.2%	29%	i	30	6%	7%
CC(O/N=C/c1ccc(OC(F)F)cc1)C(=O)Nc1cccc(S(=O)(=O)N2CCOCC2)c1 (centres undefined)	-0.4	38	0.9	1.5%	i	1.2	2.8%	4%	i	48	9%	3%
Cc1cc(S(=O)(=O)N(Cc2ccccc2F)C2CC2)ccc1-n1cnnn1	1.0	57	1	2.7%	i	2.9	-1.4%	6%	i	34	-9%	3%
O=C1Cc2ccccc2C(=O)N1CCc1ccccc1	-0.3	60	1.2	-0.8%	i	1.1	8.3%	-7%	i	56	7%	8%
CCN1C(=O)[C@H]2[C@@H](c3ccc(-c4cc(C(C)=O)cs4)cc3)N[C@@](Cc3ccccc3)(C(=O)OC)[C@H]2C1=O	6.8	57	·	·	i	1.4	-1.2%	·	i	15	3%	·
CCOC(=O)CC(NC(=O)c1cc2ccccc2oc1=O)c1cccc([N+](=O)[O-])c1 (centres undefined)	0.6	53	1.1	2.4%	i	0.5	4.5%	11%	i	56	5%	4%
O=C(NCC1CCCO1)C(c1cccnc1)N(C(=O)Cc1cccs1)c1ccccc1 (centres undefined)	1.2	47	1.1	0.9%	i	0.4	0.0%	6%	i	6	4%	10%
Cc1cc(C)nc(N2CCC(C(=O)NC3CCCc4ccccc43)CC2)n1 (centres undefined)	0.8	51	0.9	2.2%	i	8.7	-1.6%	-2%	i	15	0%	-12%
Cc1ccc(S(=O)(=O)c2c(C)nn(C(C)(C)C)c2OC(=O)C(C)(C)C)cc1	7.8	56	0.9	17%	i	0.8	1.0%	7%	i	44	6%	-4%
COc1ccc(S(=O)(=O)N2CCCOC2CNC(=O)C(=O)NCCCN2CCOCC2)cc1 (centres undefined)	0.3	55	·	1.1%	·	·	0.0%	-3%	i	9	0%	-5%
O=C(O)c1ccccc1-c1nc2ccccc2n1-c1ccccc1	-0.5	64	1.1	0.3%	i	0.5	1.8%	6%	i	39	1%	-12%
O=C(CNC(=O)Cc1ccccc1)NCC(=O)OCc1ccc(C(=O)c2ccccc2)cc1	2.2	73	1.1	0.5%	i	6.5	0.6%	6%	i	57	-7%	-6%
CCc1cccc(NC(=O)CCCn2c(=O)[nH]c3ccsc3c2=O)c1	5.8	52	·	1.5%	i	1.2	0.4%	2%	i	28	4%	-2%
O=C(Oc1ccc(Br)cc1C(=S)N1CCCC1)c1ccccc1F	-0.1	40	1.1	3.2%	i	1.4	4.1%[50 µM]	6%	i	34	7%	-3%
CCOC(=O)N1CCN(C(=O)CS(=O)(=O)c2cn(Cc3ccccc3C)c3ccccc23)CC1	3.4	74	1.1	0.7%	i	0.1	0.5%	-6%	i	26	5%	-8%
COC(=O)c1ccc(NC(=O)c2cccc(N3C(=O)C4C5C=CC(C6CC56)C4C3=O)c2)cc1 (centres undefined)	9.2	59	·	5.6%	i	1.3	0.5%[50 µM]	8%	i	38	12%	0%

Screening results (PubChem BioAssay)
